PME-1 primary: PME-1 inhibitors via competitive probe labeling, primary screen, biochemical, fluorescence polarization, FP-Rh probe, HTS. Protein phosphatase methylesterase 1 (Homo sapiens), Q9Y570. inhibition, % at 5.9 µM. 320,000 tested, 0.53% active. recombinant PME-1;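 active means inhibition above the campaign mean of all compounds plus 3 SD, cut at about 26% in these data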;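 further: competitive labeling of PME-1 active site by serine hydrolase directed probe; 0% = PME-1 with DMSO and 100% = wells lacking PME-1 enzyme; inhibitors block probe labeling so polarization falls and inhibition rises; many of its hits are not listed in these tables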
Target sequence (Q9Y570 whole entry, looked up): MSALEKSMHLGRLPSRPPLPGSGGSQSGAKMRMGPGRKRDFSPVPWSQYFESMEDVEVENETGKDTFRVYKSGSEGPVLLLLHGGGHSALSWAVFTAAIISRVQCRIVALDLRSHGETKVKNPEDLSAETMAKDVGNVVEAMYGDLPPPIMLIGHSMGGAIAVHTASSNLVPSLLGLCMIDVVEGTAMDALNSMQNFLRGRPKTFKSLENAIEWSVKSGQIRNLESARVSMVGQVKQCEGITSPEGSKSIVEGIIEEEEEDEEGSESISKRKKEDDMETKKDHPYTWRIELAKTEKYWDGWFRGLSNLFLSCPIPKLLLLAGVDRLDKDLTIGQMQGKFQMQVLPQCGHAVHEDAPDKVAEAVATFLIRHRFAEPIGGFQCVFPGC
Fam108B inh: mouse Fam108B serine hydrolase inhibitors, primary screen, counter-screen for RBBP9 inhibitor project, biochemical, fluorescence polarization | recombinant Fam108B, FP-Rh probe fluorescence polarization | inhibition, % at 9.51 µM | 300,000 tested, 0.33% active | AID 1947, 2009;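 active means inhibition above the screen mean inhibition plus 3 SD, computed separately per campaign, cut at about 18% in these data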;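 further: inhibitors lower polarization as less probe binds the enzyme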
MCL1-BIM inh: inhibitors of MCL1 binding to BIM-BH3, primary screen, biochemical, fluorescence polarization | inhibition, % at 10.9 µM | Induced myeloid leukemia cell differentiation protein Mcl-1 (Homo sapiens), Q07820 | 320,000 tested, 0.68% active | GST-MCL1 / FITC-Bim-BH3 fluorescence polarization;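 active means inhibition above the mean inhibition of all tested compounds plus 3 SD, set per campaign, cut at about 40% in these data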;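 further: 0% = DMSO wells and 100% = unlabeled Bim-BH3 peptide control; higher means more loss of mP so more displacement of Bim peptide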
PAFAH1B2 FP inh: PAFAH1B2 enzyme inhibitors, primary screen, biochemical, fluorescence polarization, human. Platelet-activating factor acetylhydrolase IB subunit alpha2 (Homo sapiens), P68402. recombinant PAFAH1B2, FP-rhodamine activity probe. inhibition, % at 3.39 µM. 340,000 tested, 1.2% active. AID 492953, 2010;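 active means inhibition above the mean of all tested compounds plus 3 SD, cut at about 24% in these data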;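 further: 0% = enzyme with DMSO and 100% = wells lacking PAFAH1B2; many of its hits are not listed in these tables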
BCLXL inh: inhibitors of human Bcl-xL, primary screen, biochemical, fluorescence polarization, HTS | Bcl-2-like protein 1 (Homo sapiens), Q07817 | inhibition, % at 10.9 µM | GST-Bcl-xL / FITC-Bim BH3 peptide fluorescence polarization | AID 2129, 2009 | 320,000 tested, 0.7% active;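 active means inhibition above the mean of all tested compounds plus 3 SD, cutoff set per campaign, cut at about 30% in these data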;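 further: 0% = DMSO wells and 100% = unlabeled Bim-BH3 peptide competitor; inhibitors lower millipolarization by displacing the labeled peptide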
Target sequence (Q07817 whole entry, looked up): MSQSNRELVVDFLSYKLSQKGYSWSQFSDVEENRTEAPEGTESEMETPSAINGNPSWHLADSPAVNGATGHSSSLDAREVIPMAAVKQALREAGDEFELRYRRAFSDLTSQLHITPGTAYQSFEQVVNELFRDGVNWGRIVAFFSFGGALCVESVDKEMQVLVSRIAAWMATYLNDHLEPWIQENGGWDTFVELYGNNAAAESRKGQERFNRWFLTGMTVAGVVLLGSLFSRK
GLD-1 TGE inh: GLD-1/TGE RNA complex disruptors, primary screen, biochemical, fluorescence polarization | Female germline-specific tumor suppressor gld-1 (Caenorhabditis elegans), Q17339 | purified GLD-1 + fluorescein TGE RNA | inhibition, % at 5.96 µM | 320,000 tested, 0.44% active | AID 2280, 2010;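 active means percent inhibition above a per-plate cutoff, the plate mean of test compounds plus 3 SD, cut at about 30% in these data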;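 further: 0% = DMSO wells with GLD-1 and probe and 100% = wells lacking GLD-1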
AHR act: AHR activators, primary screen, cell-based, luminescence, luciferase reporter, human; Aryl hydrocarbon receptor (Homo sapiens), P35869; AHR-responsive luciferase reporter cells; activation, % at 5 µM; 320,000 tested, 2.5% active; in the data active means activation above about 47%;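 further: 0% = vehicle wells and 100% = reference agonist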
MEX-5 binding: MEX-5 zinc finger RNA-binding disruptors – biochemical, C. elegans, fluorescence polarization, MLPCN library, primary screen. activity score (negative = inhibition of binding), % at 10 µM. Zinc finger protein mex-5 (Caenorhabditis elegans), Q9XUB2. MEX-5/FITC-TCR2 RNA binding; active compounds read low. 300,000 tested, 0.38% active;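 active means inhibition past about -25% in most replicates, and total fluorescence under double the plate's negative control median, limit read from the data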;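 further: 0% = DMSO and -100% = 5 µM competing unlabeled TCR2 RNA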
pPAFAH FP inh: pPAFAH enzyme inhibitors, primary screen, biochemical, fluorescence polarization, human. Platelet-activating factor acetylhydrolase (Homo sapiens), Q13093. recombinant pPAFAH, FP-rhodamine probe fluorescence polarization. inhibition, % at 3.39 µM. 330,000 tested, 1.5% active. AID 463082, 2010;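 active means inhibition above the mean inhibition across the screen plus 3 SD, cut at about 25% in these data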;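 further: inhibitors block binding of the rhodamine activity-based probe so polarization drops; 0% = enzyme with DMSO and 100% = wells lacking pPAFAH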
Target sequence (Q13093 whole entry, looked up): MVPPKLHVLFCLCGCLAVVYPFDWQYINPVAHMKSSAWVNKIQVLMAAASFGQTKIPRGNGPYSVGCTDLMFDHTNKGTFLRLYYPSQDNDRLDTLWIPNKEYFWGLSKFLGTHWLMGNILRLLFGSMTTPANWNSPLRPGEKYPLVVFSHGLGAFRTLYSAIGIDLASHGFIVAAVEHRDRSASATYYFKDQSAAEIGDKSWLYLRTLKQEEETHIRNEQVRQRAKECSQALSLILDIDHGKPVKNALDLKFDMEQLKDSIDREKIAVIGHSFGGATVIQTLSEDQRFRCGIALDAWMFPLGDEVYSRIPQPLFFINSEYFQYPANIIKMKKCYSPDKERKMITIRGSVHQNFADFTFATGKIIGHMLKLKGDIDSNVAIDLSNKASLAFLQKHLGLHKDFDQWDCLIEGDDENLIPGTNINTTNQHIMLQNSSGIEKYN
* hit, by the source's call; . = no result given. Only part of the results is shown; rates above refer to the full screens.

SMILES	PME-1 primary	Fam108B inh	MCL1-BIM inh	PAFAH1B2 FP inh	BCLXL inh	GLD-1 TGE inh	AHR act	MEX-5 binding	pPAFAH FP inh
COc1cc(C)c(S(=O)(=O)N2CCN=C2c2ccccc2)cc1C	3	3	5	3	6	5	-1	0.3	2
Cc1cccc2cc(CN(Cc3ccc(F)cc3)C(=O)N(C)C)c3nnnn3c12	-1	2	0	-1	7	6	4	1.4	-2
CCCOc1ccc(CNCCCOCC)cc1OC	3	2	8	5	5	4	1	-0.4	-7
O=C(NC(=S)Nc1cccc(CO)c1)c1ccc(-c2ccccc2)cc1	0	0	1	2	2	-1	-1	3.3	1
COc1ccccc1CN(C)C(=O)CN1CCN(S(=O)(=O)c2ccc3c(c2)OCCCO3)CC1	0	.	-10	6	-2	3	15	.	5
CN1CCN(c2ccccc2NC(=O)COc2ccc(Br)cc2)CC1	-2	3	6	6	6	0	6	-1.4	2
Nc1ccc2oc3ccc(N)cc3c(=O)c2c1	6	5	19	1	18	13	-2	-7.7	0
Cc1ccc(Cl)cc1NC(=O)CNC(=O)N1CC(=O)Nc2ccccc21	4	3	3	2	6	9	18	0.9	1
COc1ccc(S(=O)(=O)N2CC=C(C(=O)Nc3ccc(NC(C)=O)cc3)CC2)cc1	-1	-4	3	10	1	6	-1	-4.5	2
CC(=O)Nc1ccc(OCC(O)Cn2c3ccccc3c3ccccc32)c(C)c1 (stereo not given)	8	-2	3	5	4	12	8	1.1	1
COC(=O)c1cc(S(=O)(=O)NCCCc2ccco2)c[nH]1	-1	-1	-1	1	4	-4	0	-0.9	1
CCOC(=O)N1CCN(C(=O)C2CCC(=O)N(Cc3ccc(Cl)cc3)C2)CC1 (stereo not given)	9	2	-2	3	2	0	1	-6.0	2
Cc1ccc(C)c(OCC(O)CN2CCc3ccccc3C2)c1C (stereo not given)	2	1	9	0	6	6	4	-0.6	4
COc1ccc(-c2cc(C(=O)Nc3cc(Cl)ccc3OC)no2)cc1	4	1	6	-2	6	-2	13	-1.1	5
C=CCN1C(=O)/C(=c2\sc3nc(=O)c(Cc4ccccc4Cl)nn3c2=O)c2ccccc21	2	0	12	10	20	6	33	-1.3	5
O=C(CCN1C(=O)C2CC=CCC2C1=O)Nc1cccc(Cl)c1 (stereo not given)	1	-2	7	5	1	3	-5	1.1	3
COc1cccc(CC(=O)Nc2nc3c(s2)C(=O)CC(C)(C)C3)c1	0	2	4	3	0	1	0	-4.4	-4
O=C(C[n+]1cccc(CNC(=O)c2ccc(OC(F)F)cc2)c1)Nc1ccc(F)cc1	1	-4	1	-2	-2	6	8	.	5
CCC(C)(C)n1nnnc1CN1CCC(NC(=O)c2ccc(Br)cc2)CC1	-1	1	7	2	6	-1	6	-3.0	2
Cc1cc(NC(=O)c2ccccc2F)nc2c1c(=O)oc1ccccc12	-12	3	3	3	7	-3	14	-6.3	4
Nc1cc2ccncc2c2ccccc12	-2	-2	-8	-2	3	1	45	-1.7	-2
O=C(O)c1ccc2c(c1)C(=O)N(C(Cc1ccccc1)C(=O)O)C2=O (stereo not given)	9	1	5	-2	3	5	-1	-0.3	3
CCOc1ccc(CCNC(=O)c2nccnc2C(=O)O)cc1OCC	1	-5	-4	2	-2	3	-1	-0.1	4
CS(=O)(=O)N1N=C(c2ccc(Br)cc2)CC1c1cccs1 (stereo not given)	-2	-2	6	3	5	-4	14	2.0	3
O=S(=O)(NC1=NCCCCC1)c1ccccc1Cl	4	-1	5	3	-1	0	1	1.9	3
O=C(Oc1ccc(F)cc1)c1ccc2c(=O)n3c(nc2c1)CCC3	-4	-8	-17	-2	-14	5	0	-1.5	-9
Cc1ccc(N=C2NC(=O)/C(=C/c3cccn3C)S2)c(C)c1	10	1	-3	11	4	4	1	-1.1	25*
COc1ccccc1N(C)S(=O)(=O)c1ccc(C(=O)OCC(=O)NCC(F)(F)F)cc1	-2	-1	-5	0	3	2	-1	0.6	2
Cn1cc(C(=O)c2ccccc2)cc1-c1nc2ccccc2n1C	4	6	6	1	4	2	8	-8.2	1
C=C(C)C1CC=C(C)/C(=N\NC(=O)CCC(=O)Nc2ccc(C)c(C)c2)C1 (stereo not given)	4	0	0	8	0	7	9	-2.3	-2

Additional records:
SMILES	PME-1 primary	Fam108B inh	MCL1-BIM inh	PAFAH1B2 FP inh	BCLXL inh	GLD-1 TGE inh	AHR act	MEX-5 binding	pPAFAH FP inh
CCN(C(=O)COC(=O)Cn1cnc2c1c(=O)n(C)c(=O)n2C)C1CCS(=O)(=O)C1 (stereo not given)	-2	-2	1	-8	-4	-4	-2	1.6	-6
Cc1cccc(C(=O)NC2C(=O)NNC2c2ccc(Cl)cc2)c1 (stereo not given)	-2	-2	12	2	8	0	2	0.2	3
CCC(=O)Nc1ccc(N2CCCCC2)c(C(=O)Nc2ccccc2C)c1	10	3	10	3	-6	7	2	0.2	6
Oc1ccc(Br)cc1-c1cc(-c2ccc(Cl)cc2)n[nH]1	-158	-56	9	1	2	-14	49*	3.9	-37
CCCCN1CCc2c1nc1ccc(Br)cc1c2N	0	0	3	-2	-3	-3	76*	1.7	6
Cc1cc(C)c(C#N)c(SCCS(=O)(=O)c2ccc(C(C)(C)C)cc2)n1	-2	0	-11	-1	-1	-3	6	-3.5	-2
N#CCCN(CCC#N)c1nncs1	3	0	3	0	0	2	-1	1.6	6
O=C(CCS(=O)(=O)c1ccc2c(c1)NC(=O)CS2)NCCc1ccc(Cl)cc1	1	1	1	26*	2	-4	0	0.6	5
COc1ccc(-n2nc3c(c2NC(=O)C2CC(=O)N(c4ccccc4)C2)CS(=O)(=O)C3)cc1 (stereo not given)	1	-3	8	-4	4	-6	-2	1.9	3
Cc1ccc(-c2csc3nc4cc(C(=O)NC5CCC(O)CC5)ccc4c(=O)n23)cc1 (stereo not given)	-2	-4	-9	3	-5	-10	5	-1.6	5
CCc1ccc(CN2CCC(n3nccc3NC(=O)c3ccccc3C)CC2)cc1	5	-4	0	-2	3	-2	8	-3.0	-4
O=C(CCCC(=O)c1ccccc1)NCCc1ccccc1	-4	-1	-2	-2	0	-2	-3	1.0	4
COc1ccc(NC(=O)CN2C(=O)C(C)Oc3ccccc32)cc1 (stereo not given)	-1	-2	0	-1	1	6	-1	-2.3	1
COc1ccc(C(=O)OC(C(=O)c2ccccc2)c2ccccc2)cc1 (stereo not given)	-7	-9	-8	1	-6	5	0	1.6	3
CC(C)(CC(=O)O)CC(=O)O	5	2	-6	12	1	0	3	1.7	1
O=C(CSc1nc(=O)n2ccccc2n1)Nc1cccc2ccccc12	9	2	4	-2	1	3	17	-3.3	0
Cc1ccc(S(=O)(=O)/N=S(\C)C(C)C)cc1 (stereo not given)	5	3	2	1	6	-6	-2	1.8	1
Cc1ccc(S(=O)(=O)n2cnc3cc([N+](=O)[O-])ccc32)cc1C	3	6	9	3	5	-2	3	-5.8	1
CCN(CC)CCN(C(=O)C1=COCCO1)c1nc2c(OC)ccc(OC)c2s1	4	1	8	4	2	0	31	0.3	0
CC(=O)Oc1ccc2c(C)c(CC(C)O)c(=O)oc2c1 (stereo not given)	-3	0	8	-2	7	-1	3	-1.0	9
O=C(CN1C(=O)C2CC=CCC2C1=O)Nc1ccc(S(=O)(=O)NC2=NCCCCC2)cc1 (stereo not given)	-2	3	-3	4	3	1	1	-1.2	3
CC1CCC(NC(=O)c2cc(C3CC3)nn2-c2ccccc2)CC1 (stereo not given)	1	.	3	1	1	-2	4	.	8
O=C(Cc1ccccc1Cl)Nc1ccc(S(=O)(=O)N2CCOCC2)cc1	-8	-1	-11	4	-9	2	-2	0.3	4
CC[n+]1ccccc1/C=C/Nc1ccccc1	2	-1	-20	0	-13	-17	15	1.8	1
CCOc1ccc(N(CC(=O)NC2CCCCCC2)S(=O)(=O)c2c(C)[nH]c(=O)[nH]c2=O)cc1	-1	3	-6	0	-1	-9	4	-4.4	9
CCC(C)(C)NC(=O)C(c1ccc(OC)cc1)N(C(=O)CCC(=O)Nc1cc(C)on1)c1ccccc1OC (stereo not given)	6	0	6	2	6	9	-2	-4.5	4
Cc1cccc(NC(=O)CSCc2c(C)noc2C)c1C	-2	2	-2	-1	1	10	-4	-2.0	6
O=C(Nc1ccc(F)cc1)N(Cc1ccco1)Cc1cc2cc3c(cc2[nH]c1=O)OCO3	-1	-3	6	1	11	5	19	-1.5	2
COc1cc(CN2CCNC(=O)C2CC(=O)NC2CCCC2)cc(OC)c1 (stereo not given)	-4	4	29	0	29	21	3	0.0	-2
CCn1nc(C)c(Br)c1Nc1ccc(Br)cc1	0	-4	5	-3	4	3	0	-3.7	6

(listing goes on)
SMILES	PME-1 primary	Fam108B inh	MCL1-BIM inh	PAFAH1B2 FP inh	BCLXL inh	GLD-1 TGE inh	AHR act	MEX-5 binding	pPAFAH FP inh
COC(=O)c1cnc(N2CCCN(S(=O)(=O)c3ccccc3)CC2)nc1C(F)(F)F	1	4	-4	8	1	1	2	-3.8	-7
CCOC(=O)NC(=O)COC(=O)c1ccc(O)cc1	0	3	-5	6	2	1	4	0.1	5
Cc1ccc(S(=O)(=O)/N=C(\N)Nc2nc(C)c3ccc(C)cc3n2)cc1	0	1	4	1	7	9	-10	-1.1	-13
CN(c1ccc(C(=O)O)cc1)S(=O)(=O)c1ccccc1	0	10	8	3	7	0	3	1.8	2
CCOC(=O)C1CCN(S(=O)(=O)c2cccc(-c3cn4ccccc4n3)c2)CC1	2	1	2	2	5	0	0	-0.1	4
O=c1[nH]nc(CNc2ccc(O)cc2)c2ccccc12	45*	8	76*	8	79*	89*	-2	-52*	59*
COc1ccc(C(C)=O)cc1COc1cccc2cccnc12	5	5	-1	6	2	0	32	-1.8	5
S=c1[nH]nc(CN2CCCCC2)n1-c1ccc(Cl)cc1	1	2	-9	1	-12	-15	0	0.8	3
C=CCNC(=O)C12CC3CC(C1)CC(C(=O)NCC=C)(C3)C2	-2	-2	10	2	1	6	-1	1.9	2
CCc1ccc(C2CC(c3cccc(OC)c3)n3nc(N)nc3N2)cc1 (stereo not given)	1	4	0	12	8	4	14	3.5	3
O=C(Nc1ccc(S(=O)(=O)N2CCCC2)cc1Cl)C1=COCCO1	3	2	-1	-1	-3	-6	0	0.3	5
COc1ccc(N(CC(=O)N2CCC(C)CC2)S(=O)(=O)c2c(C)nn(C)c2C)cc1	-2	1	-2	2	2	2	1	2.2	6
O=C(NC(=S)Nc1ccc(S(=O)(=O)N2CCCCCC2)cc1)c1cccs1	-1	-5	3	4	3	6	3	-3.3	7
